Abeta yeast res: qHTS for compounds that reverse cellular toxicity of Amyloid beta (A-beta) peptide in yeast: Primary Screen; Potency, µM (titrated, usually from 46.1 µM), for the others: at the top dose growth rescue, most hits filed as activators; yeast expressing A-beta42, growth rescue, OD600, 48 h; response scale: 0% DMSO, 100% iron-clioquinol control; hit rate 0.063% among 410,000; also: potency is read from the fitted curve at half-maximal effect; nearly all actives have a fitted effect of over 55% in size
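Yeast growth medium received pinned compounds, then yeast cells expressing toxic A-beta were added; plates incubated at 30 C for 48 hr. Growth read as absorbance at 600 nm, normalized to DMSO and equimolar FeCl3 plus clioquinol controls.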
FUS yeast rescue: qHTS for Suppressors of FUS Proteinopathy: Primary screen using FUS-linked yeast assay; S. cerevisiae FUS-expressing, growth rescue, OD600, 24 h; Potency, µM (highest dose often 76.6 µM), inactives show top-dose growth rescue (activation), hits mostly activators; hit rate 0.24% among 390,000; AID 1347120, 2019;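 also: potency is read from the fitted curve at half-maximal effect; plate controls were DMSO vehicle for no effect and reference control for full effect; nearly all actives have a fitted effect of over 55% in size; some results filed as inactive show a strong effect at the top dose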
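S. cerevisiae expressing FUS from galactose induction served as the toxicity model. Growth after 24hr at 30C, read as absorbance at 600 nm, indicates suppression of toxicity; compounds dosed at several concentrations.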
aSyn yeast inh: qHTS of alpha-syn Inhibitors; Yeast expressing alpha-synuclein, growth rescue, BacTiter-Glo, 24 h; Potency, µM (top dose mostly 46.1 µM), for inactives: at the top dose growth rescue (activation), usual class: activators; hit rate 0.14% among 370,000; also: potency is read from the fitted curve at half-maximal effect; % of control where 0% means no effect; nearly all actives have a fitted effect of over 65% in size
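Rescue of yeast growth: cells expressing toxic alpha-synuclein, induced in galactose at OD600 0.02, incubated with compound 24 h at 30 C. ATP luminescence quantified growth; inhibitors of toxicity appear as activators.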
D3 antag: qHTS of D3 Dopamine Receptor Antagonist: qHTS | D3R cells, DiscoveRx beta-arrestin luminescence, antagonist mode; stronger effect = lower value | hit rate 2.5% among 360,000 | max response, negative = inhibition, % | D(3) dopamine receptor (Homo sapiens), P35462; in the data active = max response below about -50%; inconclusive = no clear call, values can overlap the other calls; also: % is scaled to controls: 0 for no effect and ±100 for the full control effect; mostly tested at two doses, the higher about 12 µM
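Cells expressing the human receptor were seeded at 1500 cells/well, incubated overnight at 37 degrees C in 5% CO2, then exposed to library compounds with dopamine controls for 90 minutes at 37 degrees C before luminescent detection.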
EPAC2 agonist: qHTS for Agonist of cAMP-regulated guanine nucleotide exchange factor 4 (EPAC2): primary screen | Rap guanine nucleotide exchange factor 4 (Homo sapiens), Q8WZA2 | EPAC2 activation, biochemical qHTS; response scale: 100% = 6.5 mM cAMP response | Potency, µM (titrated, usually from 154 µM), for inactives: at the highest dose activation, actives largely listed as activators | hit rate 0.079% among 360,000 | AID 720711, 2013; also: potency is read from the fitted curve at half-maximal effect; nearly all actives have a fitted effect of over 50% in size
Target sequence (Q8WZA2 whole entry, looked up): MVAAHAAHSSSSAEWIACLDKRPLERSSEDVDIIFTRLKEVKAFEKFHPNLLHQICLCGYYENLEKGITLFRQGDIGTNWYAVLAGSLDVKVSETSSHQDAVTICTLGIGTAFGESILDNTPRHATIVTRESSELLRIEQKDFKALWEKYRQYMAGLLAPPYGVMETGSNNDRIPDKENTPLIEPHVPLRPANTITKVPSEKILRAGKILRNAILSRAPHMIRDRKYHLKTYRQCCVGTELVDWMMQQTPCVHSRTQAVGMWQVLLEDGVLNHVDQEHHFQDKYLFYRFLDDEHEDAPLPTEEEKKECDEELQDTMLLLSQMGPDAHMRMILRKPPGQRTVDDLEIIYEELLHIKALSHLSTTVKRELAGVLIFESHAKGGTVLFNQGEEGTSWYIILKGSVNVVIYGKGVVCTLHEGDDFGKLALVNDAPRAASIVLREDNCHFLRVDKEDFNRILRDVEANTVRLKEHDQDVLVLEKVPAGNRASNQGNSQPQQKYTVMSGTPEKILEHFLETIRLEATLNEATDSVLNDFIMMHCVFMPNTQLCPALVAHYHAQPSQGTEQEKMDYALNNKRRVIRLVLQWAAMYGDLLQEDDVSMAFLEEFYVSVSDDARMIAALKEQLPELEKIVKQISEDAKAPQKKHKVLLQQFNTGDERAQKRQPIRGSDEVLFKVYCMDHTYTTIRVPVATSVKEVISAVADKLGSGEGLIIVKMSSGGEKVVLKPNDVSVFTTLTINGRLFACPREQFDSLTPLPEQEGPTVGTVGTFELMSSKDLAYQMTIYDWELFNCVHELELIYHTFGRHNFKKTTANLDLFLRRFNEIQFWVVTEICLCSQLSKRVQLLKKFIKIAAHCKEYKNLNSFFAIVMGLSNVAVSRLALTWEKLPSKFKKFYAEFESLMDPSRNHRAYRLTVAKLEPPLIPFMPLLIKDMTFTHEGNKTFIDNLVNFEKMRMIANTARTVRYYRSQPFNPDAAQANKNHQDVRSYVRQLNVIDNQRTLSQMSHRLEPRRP
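Exchange assay: 100 nM EPAC2 with 250 nM Rap1B-BODIPY-GDP and 50 uM GDP. Fluorescence (ex 480/em 540 nm) read every 5 min for 30 min at room temperature. Data normalized to 6.5 mM cAMP as agonist control.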
TDP43 rescue: qHTS of TDP-43 Inhibitors | TDP-43 expressing yeast growth rescue, BacTiter-Glo, 24 h | Potency, µM (top dose mostly 46.1 µM), for the others: at the top dose growth rescue (activation), usual class: activators | hit rate 1.8% among 410,000 | AID 652104, 2013; also: potency is read from the fitted curve at half-maximal effect; % of control where 0% means no effect; nearly all actives have a fitted effect of over 50% in size
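Luminescence from BacTiter-Glo reports growth of TDP-43-expressing yeast after 24 hr at 30 deg C with compound. Cells were raffinose-pregrown to mid-log, then seeded in galactose medium at OD600=0.02.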
D3 ag: qHTS of D3 Dopamine Receptor Agonist: qHTS. max activation, %. hit rate 0.58% among 410,000. D3R DiscoveRx beta-arrestin cells, luminescence, 90 min. D(3) dopamine receptor (Homo sapiens), P35462; in the data active = max activation above about 30%; also: 0% is about no effect; mostly tested at two doses, the higher about 12 µM
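Agonist-mode cell screen: cells plated at 1500/well and incubated overnight at 37 °C, then exposed to library compounds for 90 min at 37 °C. Detection reagent was added for 30–60 min at room temperature, and luminescence was read.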
EPAC2 antagonist: qHTS for Antagonist of cAMP-regulated guanine nucleotide exchange factor 2 (EPAC2): primary screen | Rap guanine nucleotide exchange factor 4 (Homo sapiens), Q8WZA2 | EPAC2 GEF exchange of Rap1B-BODIPY-GDP, fluorescence | Potency, µM (highest dose often 114 µM), without a hit: at the top dose activity, negative = inhibition, usual class: inhibitors | hit rate 0.18% among 360,000; also: potency is read from the fitted curve at half-maximal effect; % is scaled to controls: 0 for no effect and ±100 for the full control effect; nearly all actives have a fitted effect of over 45% in size; many of its hits are not listed in these tables
Numbers without * were called inactive; ? = inconclusive; . = no result given; [ ] = dose if it differs, or a comment. Unless noted, calls follow the shape of the dose curve; as a rule, active = well fitted curve in the direction sought with a large enough effect; inconclusive = small, poorly fitted or top-dose-only effect, or another doubt; inactive = no such curve, though single readings can be large; an effect the other way counts as inactive or inconclusive. The list is partial. The share of hits here may be higher or lower than overall.

1	CC(C)n1nccc1N(Cc1ccc(Br)cc1)S(=O)(=O)c1ccccc1
2	Cc1nn(CC(=O)NCc2cccc(F)c2)c(=O)c2c(C)n(-c3ccc(Cl)cc3)nc12
3	Nc1c(-c2ccccn2)cnn1-c1nc(-c2ccc(F)cc2)cs1
4	Cc1cc(=O)oc(C)c1C(=O)Nc1cccc(F)c1
5	CSCC(NS(=O)(=O)c1ccc(C)cc1)C(=O)O (stereo unspecified)
6	O=C(NCc1cccs1)c1ccc(N2CCCCC2)nc1
7	COC(=O)c1sc2cc([N+](=O)[O-])cc(SCC(C)C)c2c1N
8	CCC(=O)N1CCc2cc(S(=O)(=O)N(C)c3cccc(C)c3)ccc21
9	COc1ccc(/C=C(\C#N)C(=O)Nc2ccccn2)cc1
10	Cc1ccc2nsnc2c1S(=O)(=O)N(Cc1ccco1)Cc1cc2ccc(C)c(C)c2[nH]c1=O

Compound,1,2,3,4,5,6,7,8,9,10
EPAC2 agonist,14%,.,2%,4%,-1%,6%,0%,.,2%,0%
D3 antag,-23,.,32,0,4,-12,-3,.,-7,7
aSyn yeast inh,-4%,.,-2%,0%,8%,24%,9%,.,4%,0%
EPAC2 antagonist,-20%,.,2%,-2%,0%,3%,-12%,.,2%,3%
D3 ag,-17,13,0,-2,1,-1,0,-18,0,2
TDP43 rescue,?,6%,?,3%,-10%,19%,?,6%,-16%,0%
FUS yeast rescue,28%,4%,14%,-24%,9%,-7%,-8%,-17%,-33%,.
Abeta yeast res,-46%,-16%,-5%,0%,5%,12%,19%,-3%,-5%,6%

11	COc1ccc(CCNC(=O)c2ccc3c(c2)sc2nc(-c4ccccc4)cn23)cc1OC
12	CCOC(=O)c1cccc(NC(=O)C(CC(C)C)N2Cc3ccccc3C2=O)c1 (stereo unspecified)
13	Nc1ccc(Cn2ccc3c4c(N)nc(N)nc4ccc32)cc1
14	CCCCc1nnc(NC(=O)C2CCN(c3ncnc4sc(C)c(C)c34)CC2)s1
15	CCC1Oc2ccccc2N(Cc2ccccc2C)C1=O (stereo unspecified)
16	Cc1cccc(NC(=O)c2ccc(Cl)c(S(=O)(=O)N3CCCCC3)c2)n1
17	Cn1c(SCC(=O)NCC2CCCO2)nc2c([nH]c3ccccc32)c1=O (stereo unspecified)
18	Cc1ccc(-c2cc(Cc3ccccn3)c(=O)[nH]n2)cc1
19	COc1ccc(-n2nc3c(N4CCC(C(=O)NCc5cccc(F)c5)CC4)nnc(C)c3c2C)cc1
20	Cn1cc([N+](=O)[O-])c(C(=O)NCc2ccco2)n1

Compound,11,12,13,14,15,16,17,18,19,20
EPAC2 agonist,.,.,2%,3%,20%,13%,8%,8%,.,7%
D3 antag,.,.,-14,-17,9,4,-14,-19,.,-4
aSyn yeast inh,.,.,-19%,0%,-1%,-21%,-3%,-10%,.,-8%
EPAC2 antagonist,.,.,-3%,-11%,-6%,-13%,-2%,3%,.,3%
D3 ag,-4,-8,5,2,1,2,-10,-16,-14,3
TDP43 rescue,7%,-26%,?,9%,9%,?,-4%,-19%,7%,-1%
FUS yeast rescue,-1%,-8%,.,17%,22%,20%,31%,33%,-6%,0%
Abeta yeast res,12%,-20%,5%,6%,-18%,-1%,-8%,-8%,-6%,-7%

From no. 16 to 20, as listed above:
16	Cc1cccc(NC(=O)c2ccc(Cl)c(S(=O)(=O)N3CCCCC3)c2)n1
17	Cn1c(SCC(=O)NCC2CCCO2)nc2c([nH]c3ccccc32)c1=O (stereo unspecified)
18	Cc1ccc(-c2cc(Cc3ccccn3)c(=O)[nH]n2)cc1
19	COc1ccc(-n2nc3c(N4CCC(C(=O)NCc5cccc(F)c5)CC4)nnc(C)c3c2C)cc1
20	Cn1cc([N+](=O)[O-])c(C(=O)NCc2ccco2)n1

Compound,16,17,18,19,20
EPAC2 agonist,13%,8%,8%,.,7%
D3 antag,4,-14,-19,.,-4
aSyn yeast inh,-21%,-3%,-10%,.,-8%
EPAC2 antagonist,-13%,-2%,3%,.,3%
D3 ag,2,-10,-16,-14,3
TDP43 rescue,?,-4%,-19%,7%,-1%
FUS yeast rescue,20%,31%,33%,-6%,0%
Abeta yeast res,-1%,-8%,-8%,-6%,-7%

The list continues:
21	CC(=O)Nc1sc(C)c(C)c1C(=O)OCC(=O)N(CC(C)C)c1c(N)n(Cc2ccccc2)c(=O)[nH]c1=O
22	CCOC(=O)C1C(=O)OC(C)(C)C1C(C)C(=O)c1ccc(C)cc1C (stereo unspecified)
23	Cc1ccc(OCC(=O)N/N=C/c2ccncc2)cc1
24	CCOC(=O)c1ccccc1N/C=C/C(=O)c1cccs1
25	CCCNc1cc(C)c(C#N)c2nc3ccccc3n12
26	CC(=O)NC(Cc1ccccc1)C(=O)NC1CCN(C(=O)c2ccc([N+](=O)[O-])cc2)CC1 (stereo unspecified)
27	COc1cc(NC(=S)NCCCN2CCOCC2)cc(OC)c1
28	COC(=O)c1ccc(CSc2ccc3nnc(-c4ccccc4)n3n2)o1
29	CC/C(=N\NC(=O)c1cc(C2CC2)[nH]n1)c1ccccc1
30	Cc1nn(Cc2ccccc2)c(C)c1/C=N/NC(=O)c1ccccc1O

Compound,21,22,23,24,25,26,27,28,29,30
EPAC2 agonist,-9%,3%,-1%,9%,13%,7%,5%,4%,7%,9%
D3 antag,-4,-1,2,2,1,2,-19,19,-19,7
aSyn yeast inh,1%,8%,-2%,2%,3%,5%,7%,-10%,-1%,0%
EPAC2 antagonist,25%,-11%,9%,3%,1%[57.1 µM],2%,-6%,?,-13%,0%
D3 ag,0,4,2,-8,6,0,-3,1,2,0
TDP43 rescue,-6%,-9%[0.397 µM],11%,-20%,-9%,?,-1%,?,5%,10%
FUS yeast rescue,9%,16%,.,6%,0%,7%,8%,14%,-8%,20%
Abeta yeast res,5%,14%,-5%,-10%,1%,-8%,7%,-30%,-11%,9%

31	O=C(CSc1nnnn1C1CCCCC1)NCc1ccccc1
32	COC(=O)CSc1nc(NC(C)=O)nc(C)c1Br
33	O=C(Nc1nc2ccccc2n1CCN1CCOCC1)c1ccc(Cl)cc1
34	Cc1ccc(S(=O)(=O)N[C@H](C(=O)OCC(=O)NC(=O)c2cccn2C)C(C)C)cc1
35	O=C(c1ccco1)N(Cc1cc2ccccc2[nH]c1=O)CC1CCCO1 (stereo unspecified)
36	CSc1cccc(NC(=O)NCc2cccc(CNC(=O)Nc3cccc(SC)c3)c2)c1
37	CC(C)(C)OC(=O)N1CCC(c2c(C(=O)NCc3ccccc3)cnn2-c2ccccc2)CC1
38	O=C1OCCC1Sc1nnc(-c2ccc(Br)cc2)o1 (stereo unspecified)
39	Cc1ccc(S(=O)(=O)Cn2nnnc2C(c2ccccc2)N2CCN(c3ccccc3)CC2)cc1 (stereo unspecified)
40	CC(C)OC(=O)c1cccc(NC(=O)CSc2nnc(N)s2)c1

Compound,31,32,33,34,35,36,37,38,39,40
EPAC2 agonist,4%,-3%,8%,8%,-3%,3%,.,-2%,4%,10%
D3 antag,-7,-1,-27,2,10,-12,.,3,17,16
aSyn yeast inh,4%,-10%,-1%,6%,-10%,-4%,.,3%,15%,-6%
EPAC2 antagonist,-4%,10%,5%,-1%,4%,-4%,.,4%,-5%,7%
D3 ag,0,7,-15,35*,1,-9,-4,4,-9,-12
TDP43 rescue,-2%,6%,-13%,-23%,-2%,10%,14%,18%,11%,0%
FUS yeast rescue,-5%,-3%,25%,22%,3%,8%,40%,-26%,17%,8%
Abeta yeast res,19%,-2%,-3%,2%,35%,3%,-8%,13%,24%,4%

41	CC(C)(C)OC(=O)N[C@@H](Cc1ccccc1)C(=O)N1CCC(C(=O)O)CC1
42	COC(=O)c1c(NC(=O)c2ccnn2C)sc(C)c1C
43	Cc1ccc(NS(=O)(=O)c2cccc3cccnc23)cc1Cl
44	O=C(Cc1cccs1)Nc1nnc(SCC(=O)N2CCCCC2)s1
45	CCC(=O)c1ccc(OCC(=O)OCC(=O)c2c(N)n(C)c(=O)n(C)c2=O)cc1
46	O=C(NCc1ccco1)c1cc(S(=O)(=O)N2CCCCC2)ccc1Cl
47	C[C@H](CO)N1C[C@H](C)[C@@H](CN(C)C(=O)NC2CCCCC2)Oc2c(NS(=O)(=O)c3ccccc3)cccc2C1=O
48	CCCCN1C(=O)C(=O)N(CC(=O)c2ccc3c(c2)CCCC3)C1=O
49	O=C(Nc1ccon1)c1ccc(Br)o1

Compound,41,42,43,44,45,46,47,48,49
EPAC2 agonist,14%,-2%,12%,-1%,3%,10%,2%,9%,5%
D3 antag,-2,16,12,6,18,-3,0,-4,19
aSyn yeast inh,-3%,-1%,0%,0%,1%,-3%,11%,0%,3%
EPAC2 antagonist,24%,6%,-11%,12%,3%,10%,-1%,-24%,3%
D3 ag,-4,2,5,4,4,3,1,-2,9
TDP43 rescue,-20%,4%,20%,-1%,23%,18%,-7%,16%,-8%
FUS yeast rescue,-5%,-6%,-26%,-14%,.,-9%,27%,26%,17%
Abeta yeast res,-4%,-2%,-2%,-1%,-11%,-1%,-19%,12%,18%
